# Source: PubChem
# LAP4-GFP MLPCN: modulators of LAP4-GFP expression in yeast, primary screen, S. cerevisiae, multiplex flow cytometry, MLPCN library; 3 h; median GFP as percent of DMSO wells; 320,000 tested, 0.34% active; GFP response vs DMSO, % at 10 µM; AID 2023, 2009;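 active = GFP response vs DMSO above a set limit, about the screen mean plus 3 SD, cut at about 150% in these data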
# AGP1-GFP MLPCN: modulators of AGP1-GFP expression in yeast TOR pathway, primary screen, cell-based, multiplex flow cytometry, S. cerevisiae, MLPCN library. GFP response vs DMSO, % at 10 µM. 320,000 tested, 0.02% active. 3 h; GFP as percent of DMSO wells;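 active = GFP response relative to DMSO above a set limit, near screen average plus 3 SD, cut at about 150% in these data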;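 note: median GFP channel fluorescence of the gated AGP1 strain per well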
# CIT2 TOR yeast: modulators of CIT2-GFP expression in yeast, primary screen, S. cerevisiae, GFP fusion, multiplex flow cytometry, MLPCN library; AID 2029, 2009; 320,000 tested, 0.065% active; S. cerevisiae CIT2-GFP strain, 3 h; 100 means same as DMSO wells; GFP response vs DMSO, % at 10 µM;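 active = GFP response relative to DMSO above a set limit, near the screen mean plus 3 SD, cut at about 150% in these data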;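 note: ratio of well median GFP fluorescence to mean of DMSO wells on the plate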
# MEP2 TOR yeast: modulators of MEP2-GFP levels in yeast, primary screen, S. cerevisiae, multiplex flow cytometry, MLPCN library; S. cerevisiae MEP2-GFP strain, 3 h; 100% = DMSO control level; GFP response vs DMSO, % at 10 µM; 330,000 tested, 0.51% active;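 active = GFP response versus DMSO above a set limit, roughly screen mean plus 3 SD, cut at about 180% in these data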;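 note: median GFP fluorescence of the barcode-gated MEP2-GFP cells per well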
# RPL19A TOR yeast: RPL19A-GFP expression modulators in yeast, primary screen, cell-based, S. cerevisiae, multiplex flow cytometry, MLPCN. AID 2025, 2009. percent response vs DMSO, % at 10 µM. 330,000 tested, 0.3% active. S. cerevisiae RPL19A-GFP strain, 3 h; stronger effect = lower value;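 active = percent response vs DMSO below 50%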;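 note: median channel GFP fluorescence of the barcoded RPL19A-GFP strain; ratio of sample median GFP to plate DMSO average so 100% = DMSO; lower means less RPL19A-GFP as with rapamycin TOR inhibition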
# VLA-4 inh: inhibition in human VLA-4 binding assay, primary screen, VLA-4 allosteric modulator project, MLPCN library, flow cytometry, VLA-4 expressing cells; Integrin alpha-4 (Homo sapiens), P13612; ligand binding flow cytometry; inhibition, % (about 7 µM as worked out from the volumes in the protocol); 330,000 tested, 0.2% active; in the data active = inhibition above about 50%
# Target sequence (P13612 whole entry, looked up): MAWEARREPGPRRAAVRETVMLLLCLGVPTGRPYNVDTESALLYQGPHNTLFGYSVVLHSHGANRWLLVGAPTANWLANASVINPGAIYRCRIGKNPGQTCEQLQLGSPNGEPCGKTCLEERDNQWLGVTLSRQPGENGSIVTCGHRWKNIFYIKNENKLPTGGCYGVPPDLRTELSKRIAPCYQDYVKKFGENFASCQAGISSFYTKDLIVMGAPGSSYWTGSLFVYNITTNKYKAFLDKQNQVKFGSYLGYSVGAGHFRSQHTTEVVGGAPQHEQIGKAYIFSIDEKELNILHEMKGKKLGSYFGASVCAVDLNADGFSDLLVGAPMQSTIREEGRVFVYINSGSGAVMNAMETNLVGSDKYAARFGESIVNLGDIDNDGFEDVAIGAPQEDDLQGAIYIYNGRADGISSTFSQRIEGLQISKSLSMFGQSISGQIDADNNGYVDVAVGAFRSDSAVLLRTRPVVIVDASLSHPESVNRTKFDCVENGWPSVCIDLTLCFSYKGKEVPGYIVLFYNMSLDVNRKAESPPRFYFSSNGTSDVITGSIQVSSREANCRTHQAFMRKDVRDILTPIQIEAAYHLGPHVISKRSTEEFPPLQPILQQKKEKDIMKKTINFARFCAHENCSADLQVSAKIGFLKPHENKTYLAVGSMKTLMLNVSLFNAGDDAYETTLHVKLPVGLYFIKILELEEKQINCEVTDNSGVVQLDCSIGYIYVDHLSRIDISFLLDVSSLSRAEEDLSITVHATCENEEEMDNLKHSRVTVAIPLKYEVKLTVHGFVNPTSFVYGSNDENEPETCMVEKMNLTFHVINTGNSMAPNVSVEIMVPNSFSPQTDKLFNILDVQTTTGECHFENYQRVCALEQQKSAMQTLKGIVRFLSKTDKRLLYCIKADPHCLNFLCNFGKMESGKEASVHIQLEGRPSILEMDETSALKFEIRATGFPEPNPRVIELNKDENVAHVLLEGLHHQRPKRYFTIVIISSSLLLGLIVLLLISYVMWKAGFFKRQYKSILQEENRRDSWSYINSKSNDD
# GRK2 aptamer HTS: compounds blocking aptamer binding on GRK2 – biochemical, human GRK2, bead flow cytometry, HTS, primary screen; Beta-adrenergic receptor kinase 1 (Homo sapiens), P25098; FAM-aptamer displacement from GRK2; inhibition of aptamer binding, % at 10 µM; 330,000 tested, 0.59% active; AID 488847, 2010;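 active = inhibition of aptamer binding above 40%, roughly 3 SD of noise, on plates passing a quality check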;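 note: median bead fluorescence of bound FAM aptamer so fluorescent compounds give negative values; no value below 0 was filed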
# JMJD2C inh: inhibitors of GASC-1 histone demethylase, primary screen, biochemical, fluorescence, DELFIA europium; Lysine-specific demethylase 4C (Homo sapiens), Q9H3R0; GST-JMJD2C(1-420) H3K9me3 demethylation; inhibition, % at 2.35 µM; 330,000 tested, 0.069% active; AID 2099, 2009;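 active = more than half of a compound's replicate wells show inhibition beyond 50%, single wells judged on their own value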;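 note: signal counts dimethyl H3K9 product captured on neutravidin plate; 0% = median of DMSO wells and 100% = 0.3 times that DMSO median; strong numbers were not always called active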
# * marks the source's active call; other numbers are inactive results; nt = not tested or not shown.
Structure,LAP4-GFP MLPCN,AGP1-GFP MLPCN,CIT2 TOR yeast,MEP2 TOR yeast,RPL19A TOR yeast,VLA-4 inh,GRK2 aptamer HTS,JMJD2C inh
CCCCN1C(=N)N([C@@H](C)CN2CCC[C@H]2CN2C(N)=NC[C@H]2CC(C)C)C[C@H]1Cc1ccccc1,97.7,100.6,104.8,100.5,100.8,2.1,0.0,22.5
Nc1ccc2c(c1)sc1ccccc12,86.6,92.7,102.3,97.0,102.8,5.2,0.0,1.6
COc1ccc(S(=O)(=O)N2CCNCC2)cc1OC,97.7,103.2,103.1,91.8,104.2,-3.1,3.0,-1.3
CCCn1c(=N)c(C#N)cc2c(=O)n3cccc(C)c3nc21,102.4,102.0,94.7,107.4,97.2,1.1,2.0,-18.8
O=c1[nH]c2ccc(NS(=O)(=O)c3ccc4ccccc4c3)cc2[nH]1,103.8,101.6,89.8,95.8,96.8,-16.1,3.0,-2.2
CC(=O)N1CC2(NC(=O)c3ccccc3N2)c2ccccc21 (stereo not drawn),106.8,95.0,96.8,94.3,100.0,17.2,0.0,9.3
COc1ccc(C(=O)/C=C\c2ccc(NC(=O)c3cccs3)cc2)cc1,102.8,110.3,101.2,108.2,100.9,-13.2,0.0,22.5
C=CCN1C(=O)/C(=C2/Sc3ccccc3N2CCCS(=O)(=O)O)SC1=S,100.3,96.8,94.8,96.1,94.2,-0.9,3.0,8.9
O=S(=O)(c1ccccc1)N1CCC(O)(CSc2ccccc2)CC1,100.2,99.3,nt,100.9,97.1,9.1,0.0,12.9
Cc1ccc(NC(=O)C(=O)NCc2ccc(/C=C(/C#N)C(=O)NCc3cccnc3)o2)cc1C,88.7,93.5,99.2,99.9,100.3,19.6,1.0,19.1
O=C(CCCc1c[nH]c2ccccc12)N1CCOCC1,107.0,100.5,96.2,107.8,101.6,-1.2,0.0,-5.6
COc1cc(/C=N/NC(=O)CC2(C)OCCCO2)ccc1OCc1ccc(Cl)cc1Cl,95.7,99.7,95.5,110.8,97.1,11.1,5.0,2.8
CN(C)/C=N/c1nc2nccc(-c3ccc(Cl)cc3)n2n1,100.1,105.3,103.1,99.4,99.1,14.9,0.0,15.1
Cc1ccc(C2C(C#N)=C3N=C(N)c4ccccc4N3C3=C2C(=O)CCC3)cc1 (stereo not drawn),102.3,106.0,103.0,101.2,100.7,-7.5,1.0,-0.4
CN(C)c1ccc(C(=O)NCc2ccc3c(c2)OCO3)cc1,94.1,99.9,103.9,105.4,102.2,3.3,1.0,4.1
CN(C)CCNC(=O)CNC(=S)N(CCCN1CCOCC1)Cc1cccs1,104.9,99.8,94.8,97.8,101.0,14.3,0.0,13.7
O=C(NC1CCCCCC1)C1CCN(C(=O)c2ccc(Br)cc2)CC1,102.3,105.2,95.5,95.8,92.0,10.1,4.0,-7.5
O=S(=O)(Cc1ccc(Cl)cc1)c1ncc(CO)n1Cc1ccccc1,95.8,101.6,97.9,103.0,102.3,22.0,0.0,-3.3
COC(=O)c1c(NC(=O)c2ccco2)sc(C(=O)Nc2ccc(F)cc2)c1C,111.0,108.0,105.4,108.8,103.5,1.6,0.0,5.4
CCOC(=O)Cc1nnc(NC(=O)CC)s1,96.3,99.0,105.3,94.6,101.8,12.4,1.0,-7.8
CCOc1ccc(NS(=O)(=O)c2ccc(C(=O)N(C)CC(=O)Nc3ccc(OC)cc3)cc2)cc1,103.1,101.7,93.9,93.2,96.7,-2.1,1.0,0.5
c1ccc(NC2=NCCN2CCCC2CCCC2)cc1,97.6,95.0,101.6,110.1,97.6,40.9,0.0,-8.2
CCOc1ccccc1-c1noc(CCC(=O)NC2CCCCC2)n1,96.5,100.5,104.7,105.5,105.7,-4.7,1.0,-17.7
CC(C)c1ccc(CN(C(=O)c2cccs2)C2CCS(=O)(=O)C2)cc1 (stereo not drawn),92.1,103.0,99.2,105.1,105.1,5.4,0.0,3.0
O=c1[nH]c(=O)n(Cc2ccco2)c2c1C(C(F)(F)F)(C(F)(F)F)N=C(C1CCCCC1)N2,104.2,99.2,100.8,101.8,98.6,3.2,1.0,-0.9
Cn1c(CO)nc2c3ccccc3ccc21,92.7,92.9,84.9,88.0,94.6,-4.0,4.0,4.0
COCCN=C1NN=C(c2ccc(NC(C)=O)cc2)CS1,95.0,97.2,96.6,86.9,91.7,26.4,6.0,7.5
Clc1ccc(CSc2nnc(-c3ccncc3)o2)c(Cl)c1,93.0,86.9,77.6,99.3,93.7,-11.0,0.0,8.6
Cc1cc(C)c2c(NC(=S)NC(=O)c3ccccc3)nn(C)c2n1,92.5,93.1,93.5,94.4,96.6,0.5,2.0,-13.8
Cn1nnnc1SCC(=O)N1c2ccccc2Sc2ccccc21,101.5,105.5,103.5,106.4,101.2,-6.4,1.0,1.5

# Part of the list above in order of formula weight, ascending:
Structure,LAP4-GFP MLPCN,AGP1-GFP MLPCN,CIT2 TOR yeast,MEP2 TOR yeast,RPL19A TOR yeast,VLA-4 inh,GRK2 aptamer HTS,JMJD2C inh
Cn1c(CO)nc2c3ccccc3ccc21,92.7,92.9,84.9,88.0,94.6,-4.0,4.0,4.0
O=c1[nH]c(=O)n(Cc2ccco2)c2c1C(C(F)(F)F)(C(F)(F)F)N=C(C1CCCCC1)N2,104.2,99.2,100.8,101.8,98.6,3.2,1.0,-0.9
CCOc1ccc(NS(=O)(=O)c2ccc(C(=O)N(C)CC(=O)Nc3ccc(OC)cc3)cc2)cc1,103.1,101.7,93.9,93.2,96.7,-2.1,1.0,0.5

# Continuation:
Structure,LAP4-GFP MLPCN,AGP1-GFP MLPCN,CIT2 TOR yeast,MEP2 TOR yeast,RPL19A TOR yeast,VLA-4 inh,GRK2 aptamer HTS,JMJD2C inh
Cc1nnnn1CC(=O)Nc1cccc([N+](=O)[O-])c1,102.1,102.6,105.2,119.9,100.2,-9.4,0.0,7.2
c1ccc(Cn2cc(CN3CCCO3)c(-c3ccc4c(c3)OCO4)n2)cc1,105.4,94.0,82.8,102.3,92.7,17.3,2.0,1.8
COc1ccc(C(=O)N/C(=C\c2cn(S(=O)(=O)N(C)C)c3ccccc23)C(=O)NCCN2CCOCC2)cc1OC,86.1,99.3,95.8,98.1,101.5,6.6,3.0,1.8
Cn1c(=O)c(=O)n(C)c2cc(S(=O)(=O)N3CCC(N4CCCCC4)CC3)ccc21,98.4,99.7,98.4,94.7,99.3,-14.4,0.0,-4.1
CCCN(CC(=O)Nc1cc(Cl)ccc1Cl)C(=O)/C=C/c1cc(OC)ccc1OC,92.7,96.9,99.2,94.2,97.1,2.7,3.0,1.7
COc1ccc(/C=C/C(=O)NNC(=O)c2ccncc2)c(OC)c1,98.5,102.6,103.3,98.4,104.7,-5.0,1.0,8.3
CN(C(=O)Cn1nc(Cl)ccc1=O)C1CCCN(Cc2ccccc2F)C1 (stereo not drawn),96.5,101.4,102.1,96.8,105.5,17.6,4.0,3.5
c1ccc(N2CCN(c3ncnc4sc5c(c34)CCC5)CC2)cc1,106.7,98.4,95.8,107.9,100.9,-7.6,0.0,30.9
CCC(C)(C)C1CCC(=NNC(=S)Nc2ccccc2)CC1 (stereo not drawn),106.1,114.8,102.2,107.5,108.4,-4.7,1.0,-2.2
COc1cccc(CN(C)C(=O)c2ccc(NS(=O)(=O)c3ccc(F)cc3)cc2)c1OC,102.2,102.8,101.3,101.0,93.4,1.6,0.0,-5.4
NC(=O)/C(=C\c1cccnc1)NC(=O)c1ccccc1,93.2,103.8,97.0,99.5,99.9,6.9,1.0,0.7
O=C(COc1cccnc1[N+](=O)[O-])NCc1cccs1,97.2,106.5,104.5,104.4,103.2,24.7,0.0,2.2
CC(=O)N1c2ccccc2NC2=C(C(=O)CCC2)C1c1cccnc1 (stereo not drawn),93.5,101.0,88.1,94.2,97.8,12.1,3.0,-0.7
CSc1ncc(Cl)c(C(=O)Nc2cc(C)ccc2C)n1,99.1,101.8,104.2,99.7,100.0,-12.4,0.0,-5.7
CCOC(=O)C1=C(COC(=O)c2ccc([N+](=O)[O-])s2)NC(=O)NC1C (stereo not drawn),107.8,99.0,93.0,95.1,95.5,-8.0,5.0,-6.7
Cc1ccc(/C=C/C(=O)N2CCCC(C(N)=O)C2)o1 (stereo not drawn),100.4,105.1,94.1,103.1,101.5,9.7,6.0,13.5
COc1ccc(C(CNC(=O)Cc2cc(OC)c(OC)c(OC)c2)N2CCCC2)cc1 (stereo not drawn),101.7,101.5,108.9,97.4,103.8,-25.4,0.0,5.0
COc1ccccc1C1CCN(C(=O)c2cccc([N+](=O)[O-])c2)CC1,103.3,103.3,92.1,94.7,91.3,-6.5,1.0,3.4
Cc1ccc(-n2nc(C)c(C(=O)O)n2)c(C)c1,97.1,103.8,100.7,100.0,98.3,13.9,3.0,13.8
O=C(NCc1ccccc1)c1cc(-c2cccc(O)c2)on1,112.2,90.0,92.6,97.3,101.2,0.2,1.0,-8.2
O=C1NC(=O)C(CC(=O)N(Cc2cccs2)C2(C(=O)NC3CCCC3)CCCCC2)N1 (stereo not drawn),96.7,100.4,101.1,113.7,105.4,9.4,0.0,12.1
CC1(C)CCC(=O)N2CC[C@H]3C[C@H](OC(=O)Nc4ccccc4)C[C@@H]1[C@H]32,96.7,101.1,100.5,104.1,97.2,21.1,2.0,-3.8
Cc1nnc(SCCN2CCOCC2)n1-c1cccc(Cl)c1,101.9,101.6,99.8,103.1,102.8,-11.2,2.0,1.3
CCOC(=O)/C(C#N)=C/c1ccc(N2CCN(C)CC2)cc1,89.9,101.4,97.1,101.0,98.7,20.9,0.0,12.4
COc1cc(C)c(S(=O)(=O)NOCc2ccc([N+](=O)[O-])cc2)c(C)c1C,86.9,110.3,118.2,102.8,108.4,-0.3,1.0,3.8
O=C(COc1ccc2ccccc2c1)NNC(=O)Nc1ccc(F)cc1F,85.6,100.1,99.2,98.1,99.6,5.5,0.0,7.4
O=C1C2C3C=CC(C3)C2C(=O)N1c1ccncc1 (stereo not drawn),103.6,nt,113.1,114.4,97.8,-7.0,0.0,-0.3
Cc1ccc(C2=NN(C(=O)CCCC(=O)O)C(c3ccc4c(c3)OCO4)C2)cc1 (stereo not drawn),87.3,88.1,91.8,105.4,104.0,-0.7,nt,-1.9
O=C(CSC1=Nc2ccccc2C2=NC(CC(=O)NCc3ccco3)C(=O)N12)NCC1CCCO1 (stereo not drawn),100.7,84.6,99.3,107.1,96.8,-1.2,0.0,-2.8
COc1ccc(CC(=O)NCC2CCCN(Cc3cccc(C(F)(F)F)c3)C2)cc1 (stereo not drawn),94.1,96.0,103.7,107.4,101.7,-8.0,0.0,5.8
COCCNC(=O)c1cnn2c(C(F)(F)F)cc(-c3ccc(C)cc3)nc12,88.2,98.9,99.1,100.4,104.2,1.6,1.0,-3.4
CCN(CC)C(=O)c1cn(CCC#N)nc1-c1ccc2ccccc2c1,84.1,93.5,101.7,95.4,98.7,30.2,1.0,-0.5
CCC1(CC)NC(=O)N(CC(=O)OCC(=O)NC(=O)c2ccc(Cl)cc2)C1=O,107.9,101.8,98.9,96.7,95.3,4.0,3.0,-39.2
C/C(=N\NC(=O)c1sccc1C)c1cccnc1,78.0,100.9,83.1,103.4,115.2,6.8,1.0,7.8
c1ccc(OCc2nn3c(-c4n[nH]c5c4CCC5)nnc3s2)cc1,97.3,90.7,96.3,95.8,97.0,9.6,0.0,-8.4
